Source: PubChem (several laboratories)
NOD2 inhibition = NOD2 signaling inhibitors, cell-based, luminescence, uHTS, HEK293 (AID 1566); HEK293 NOD2/NF-kB luciferase reporter, luminescence; higher % means a stronger effect; inhibition, % at 4 µM; hits with a dose series show EC50 in µM; 0.63% of 290,000 active; also: many of its hits are not listed in these tables
GPR55 beta-arrestin = selective activators of receptor GPR55 – imaging, U2OS cells, beta-arrestin-GFP redistribution, primary screen (AID 1961). U2OS GPR55 beta-arrestin-GFP redistribution imaging; higher % means a stronger effect. 0.048% of 290,000 active. activation, % at 10 µM; hits with a dose series show EC50 in µM;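 active = activation above 40% with more than 50 cells counted in the well; inconclusive = wells holding fewer than 50 cells, flagged as toxic or sparse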;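 also: U2OS osteosarcoma cells stably expressing GPR55 and beta-arrestin-GFP; plate controls were DMSO negative control for no effect and LPI positive control for full effect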
NOD1 inhibition = inhibition of NOD1-driven NF-kB reporter – cell-based, luminescence, uHTS, primary screen (AID 1578). NOD1-driven NF-kB luciferase reporter cells, luminescence; higher % means a stronger effect. one-dose inhibition, % at 4 µM; EC50 in µM for titrated hits. 1% of 290,000 active; in the data active = inhibition mostly above about 36%, no sharp cut-off; inactive = mostly below about 34%;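 also: HEK-293T reporter cells stimulated with the NOD1 agonist gamma-tri-DAP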
KOR beta-arrestin-1 = KOR antagonists, beta-arrestin recruitment, cell-based, luminescence, uHTS (AID 1778); KOR beta-arrestin recruitment, luminescence, antagonist mode; higher % means a stronger effect; inhibition, % at 10 µM, or IC50 in µM where a hit was titrated; 0.091% of 290,000 active; also: strong numbers were not always called active
Myeloid diff 2 = compounds promoting myeloid differentiation | AID 624256 | ER-HoxA9 myeloid progenitors, lysozyme-GFP differentiation, flow cytometry | 1% of 360,000 active | calls only at 10 µM;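 active = normalized GFP-positive differentiation at or above the plate's own cutoff, the solvent-only control mean plus 3 SD; inconclusive = no clear call, values can overlap the other calls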;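 also: cells exposed to compound for four days before flow analysis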
GPR35 arrestin U2OS = GPR35 antagonists blocking zaprinast-driven arrestin recruitment, primary screen, imaging, U2OS, beta-arrestin-GFP, zaprinast agonist (AID 2058) | inhibition, % at 10 µM, or IC50 in µM where a hit was titrated | 0.052% of 290,000 active | U2OS GPR35 beta-arrestin-GFP translocation imaging, zaprinast antagonism; higher % means a stronger effect;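 active = inhibition of at least 50% with at least 30 cells and total cytoplasm GFP at most 10,000,000; inconclusive = under 30 cells or total GFP of 10,000,000 plus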
GPR55 antagonists = GPR55 antagonists blocking LPI-driven arrestin recruitment, primary screen, imaging, U2OS, beta-arrestin-GFP, LPI agonist (AID 2013) | inhibition, % at 10 µM; hits with a dose series show IC50 in µM | 0.13% of 290,000 active | U2OS GPR55 beta-arrestin-GFP translocation imaging, LPI antagonism; higher % means a stronger effect;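 active = spots per cell inhibited over 60%, with over 100 cells counted and total cytoplasm intensity under 500,000; inconclusive = wells with under 100 cells, flagged as likely toxic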;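 also: U2OS cells stably carrying GPR55 and arrestin-GFP stimulated by 5 µM LPI near EC80; imaged beta-arrestin-GFP aggregate spots per cell after agonist stimulation; plate controls were LPI-stimulated DMSO wells for no effect and DMSO wells without LPI for full effect; some results filed as inactive read as strong as hits; confirmed hits need IC50 under 10 µM and bright autofluorescent wells are also inconclusive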
HIV peptide binding = cell-free HIV fusion peptide-binding blockers – biochemical, uHTS, fluorescence dequenching, primary screen (AID 1986) | inhibition, % at 20 µM; hits with a dose series show IC50 in µM | cell-free peptide binding, fluorescence dequenching, 30 min; higher % means a stronger effect | 0.3% of 290,000 active; in the data active = inhibition mostly above about 52%, no sharp cut-off; inactive = mostly below about 76%; also: some results filed as inactive read as strong as hits
KOR beta-arrestin-2 = KOR agonists, beta-arrestin recruitment, primary screen, cell-based, luminescence, uHTS (AID 1777) | KOR beta-arrestin recruitment, luminescence; higher % means a stronger effect | one-dose activation, % at 10 µM; EC50 in µM for titrated hits | 0.02% of 280,000 active; in the data active = activation above about 50%, passing the limit was not always enough; also: a part of the inactive calls stands beside numbers as strong as those of hits
Myeloid diff 2 GFP+ MAC1+ % = second read-out of Myeloid diff 2, no call of its own (marks repeat the call); GFP+ MAC1+ double positive, %; measured here: differentiation confirmed by MAC1 staining
Starred values were filed as active, the others as inactive; i = inactive; u = inconclusive; x = not tested or not shown; [ ] = dose if it differs, or a comment. Rule as the data show it, unless noted: active = inhibition above about 50%; inactive = the rest. A portion of the library; rates above refer to the full screens.

SMILES | NOD2 inhibition | GPR55 beta-arrestin | NOD1 inhibition | KOR beta-arrestin-1 | Myeloid diff 2 | Myeloid diff 2 GFP+ MAC1+ % | GPR35 arrestin U2OS | GPR55 antagonists | HIV peptide binding | KOR beta-arrestin-2
COc1ccc(-c2ccc(OC)c([C@H]3[C@H]4C=CC[C@@H](C)[C@@H]4C(=O)N3Cc3ccccc3)c2)cc1 | -1% | -0.1% | -5% | 26% | i | 0.9 | -7% | 15% | 1.2% | 5.5%
COc1ccc(C(C)NC(=O)Nc2ccc(C(C)=O)cc2)cc1OC (stereo unspecified) | 0% | 0.0% | -40% | -8% | u | x | 15% | -4% | 1.2% | 3.1%
COc1cc(CCC(=O)OCC(=O)Nc2ccccc2C#N)cc(OC)c1OC | 0% | -0.8% | -35% | -8% | i | 0.2 | 10% | 8% | 1.1% | 2.5%
CC(C)Cn1c(N)c(/C=N/NC(=O)c2ccc(Cl)cc2)c(=O)n(C)c1=O | 4% | -0.1% | -16% | 3% | i | 0.5 | 23% | 0% | -1.7% | -4.0%
O=c1cc(CN2CCN(Cc3ccc(F)cc3)C(CCO)C2)[nH]c2ccccc12 (stereo unspecified) | 12% | -0.1% | -7% | 3%[20 µM] | i | 0.4 | 1% | -17% | -1.0% | -6.9%
Cc1ccccc1OCC(=O)NC(=S)Nc1cccc2cc(O)ccc12 | 5% | 0.3% | -18% | -4% | i | 4.9 | -6% | 22% | 0.7% | 9.0%
O=C(COC(=O)/C=C/c1ccc(Cl)cc1)NCCN1C(=O)CSC1=O | 12% | 0.3% | -22% | 14% | i | 0.7 | 2% | 5% | 0.0% | -5.5%
COC(=O)c1sc2ccccc2c1-n1cccc1C(=O)C(=O)Nc1ccc(C)cc1 | -27% | 0.0% | 8% | -6% | i | 1.1 | -1% | 1% | 1.7% | 2.6%
COc1cccc(NC(=O)CSc2ncnc3c2oc2ccccc23)c1 | 28% | -0.1% | 43% | -11% | i | 1.1 | 1% | 2% | -2.0% | 4.6%
CCCN1C2CCCC1CC(NC(=O)c1cccc(OC)c1)C2 (stereo unspecified) | 7% | -0.3% | -13% | -13%[20 µM] | i | 0.3 | 11% | 6% | -1.5% | 5.3%
O=C(CSc1ccc2nnc(CCNC(=O)c3ccccc3)n2n1)Nc1ccc(F)cc1F | 13% | -0.2% | -18% | 3% | i | 1.4 | -10% | 13% | 0.1% | 3.5%
CCOc1ccc(NC(=O)CCc2nnc3ccc(N4CCC5(CC4)OCCO5)nn23)cc1 | 3% | 0.2% | -6% | -64% | i | 0.6 | -9% | 0% | 0.3% | -1.1%
COc1cc(Cl)cc(/C=C/c2ccc3cccc(O)c3n2)c1OC | 0% | 0.3% | 8% | 30% | i | 0.5 | 3% | 4% | -0.1% | -0.6%
COc1ccc(CN2CCC(Oc3ccc(C(=O)N4CCCC4)cc3)CC2)c(F)c1 | 4% | 0.0% | -27% | -22% | i | 3.7 | 15% | -1% | 2.1% | 2.1%
CCOC(=O)c1c(-c2ccccc2Cl)csc1NC(=O)CSc1nc(C)cc(=O)[nH]1 | 46% | -0.4% | 60% | -19% | i | 0.0 | -1% | 24% | 42% | 6.8%
Cc1cc(-n2cnnn2)cc(C)c1S(=O)(=O)N(C)c1ccccc1 | 4% | -0.1% | -26% | -35% | i | 1.6 | 8% | 8% | -0.4% | 0.9%
COc1cc(C(=O)Nc2ccc(S(=O)(=O)Nc3nccc(C)n3)cc2)c([N+](=O)[O-])cc1OC | 27% | 0.0% | -12% | -18% | i | 0.1 | 0% | 19% | 1.0% | 1.8%
COC(=O)/C=C/c1ccc(OC(=O)c2ccncc2)cc1 | -2% | 0.1% | -37% | x | i | 1.0 | 10% | 4% | 0.3% | -3.1%
O=C(Cc1ccc(NC2=NC3CS(=O)(=O)CC3S2)cc1)NCc1ccc(Cl)cc1 (stereo unspecified) | 3% | 0.5% | -3% | 19%[20 µM] | i | 2.2 | -1% | 2% | 0.0% | -3.5%
COc1ccc(CN2C(=NC(=O)c3ccccc3)SC3CS(=O)(=O)CC32)cc1 (stereo unspecified) | 26% | -0.1% | 28% | -4% | u | x | -2% | -17% | 0.1% | 5.3%
Brc1c(CSc2nc3ccccc3o2)nc2ncccn12 | -42% | -0.3% | -67% | -15% | i | 0.4 | -3% | -1% | 3.0% | -3.5%
COc1ccc(C2(C(=O)NC3CCCCC3)CCOCC2)cc1OC | 10% | -0.1% | -1% | 11% | i | 1.8 | 1% | 12% | -0.9% | -3.3%
Cc1ccc(S(=O)(=O)NCC(=O)OCC(=O)c2cccs2)cc1 | 7% | 0.3% | 6% | -9% | i | 0.8 | 16% | -1% | -0.3% | 1.8%
COc1ccc(N=C2C(=O)Nc3ccc(C)c(Br)c32)cc1 | 13% | -0.1% | -5% | -7%[20 µM] | i | 1.1 | -1% | 13% | -5.8% | -3.1%
CC(=O)Nc1ccc(S(=O)(=O)Oc2ccc(C(=S)N3CCCCC3)cc2)cc1 | 15% | -0.1% | -23% | -21% | i | 1.2 | -4% | 17% | 0.6% | 0.7%
Cn1c(CCNC(=O)c2ccco2)nc2cc(NC(=O)C3CCCCC3)ccc21 | -3% | -0.3% | -33% | -8% | i | 0.6 | -3% | 15% | 2.0% | 5.0%
Cc1ccccc1OCc1nnc(SCc2nc3ccccc3c(=O)[nH]2)n1C | 14% | -0.8% | -31% | -33% | i | 0.4 | -4% | 4% | 0.9% | 3.5%
CCOC(=O)N1CCC(NC(=O)c2cc3c(-c4ccccc4F)nn(C)c3s2)CC1 | 16% | -0.2% | -4% | -8% | u | x | -5% | 7% | -3.7% | 1.8%
COc1ccccc1-c1nc2n(n1)C(c1ccccc1Cl)C(C(N)=O)=C(C)N2 (stereo unspecified) | 7% | -0.1% | -3% | -9% | i | 0.6 | 6% | 9% | -1.6% | -2.8%
COc1ccc(F)cc1C(=O)C1CCCN(Cc2cnc(N3CCCC3)s2)C1 (stereo unspecified) | 7% | -0.2% | -28% | -31% | i | 1.0 | 13% | 0% | -0.8% | -0.8%
COc1ccccc1N1C(=O)CSC1=NC(=O)c1ccccc1 | -30% | -0.2% | -6% | -15% | i | 0.9 | 5% | 2% | -0.3% | x
Brc1cccc2sc(N3CCN(c4ccccc4)CC3)nc12 | -20% | -0.1% | -27% | 2% | i | 0.4 | 9% | -3% | -1.3% | 0.2%
CCOC(=O)c1ccc(NC(=O)NCc2cccnc2)cc1 | 2% | 0.0% | -63% | 0% | i | 0.5 | -1% | 8% | 1.6% | 2.4%
CC(C)CCNC(=O)C1CC(=O)N(C2CCCC2)C1 (stereo unspecified) | 18% | -0.1% | 13% | -10% | i | 9.4 | 7% | -6% | 0.6% | -3.4%
CC1CCN(C(=O)CCNC(=O)c2ccccc2)CC1 | 1% | 0.1% | -22% | -13% | i | 0.7 | 1% | 2% | 1.3% | -6.1%
CCN(CC)S(=O)(=O)c1ccc(C(=O)OCn2c(SC)nnc(C)c2=O)cc1 | 6% | 0.0% | -55% | 2% | i | 1.3 | 17% | -5% | -1.8% | 2.4%
CC(C)CNC(=O)CN(C)S(=O)(=O)c1ccc(F)cc1 | 3% | 0.0% | -32% | -27% | i | 0.3 | 6% | 6% | -0.9% | 0.0%
O=C(COc1ccccc1)Nc1nnc(-c2ccco2)o1 | 9% | 0.6% | -16% | -13% | i | 0.1 | 15% | 6% | 6.6% | -0.5%
CCCNS(=O)(=O)c1ccc(CCC(=O)Nc2ccc3c(c2)OCCO3)cc1 | 13% | -0.2% | -22% | 21% | i | 0.8 | 11% | -3% | -1.5% | -1.4%
CC(C)C(Sc1nc(-c2ccccc2)cc(-c2ccccc2)c1C#N)C(=O)O (stereo unspecified) | 13% | -0.1% | 53%* | -36% | i | 0.1 | -2% | 3% | 36% | 6.6%
CC(C)(C)c1ccc(OCCNC(=S)NC(=O)c2cccnc2)cc1 | -4% | -0.3% | -17% | -34% | i | 0.6 | x | 12% | -3.9% | -0.3%
Cc1ccc(-c2nc3cnccn3c2Nc2ccc3c(c2)OCO3)o1 | -127% | -0.3% | -1% | 8% | i | 1.2 | -20% | 5% | 2.3% | -1.7%
CCOc1ccc(C(=O)Nc2nncs2)cc1OCC | 7% | 0.1% | -15% | -37% | i | 7.4 | 12% | 3% | -0.5% | -3.8%
C/C=C\C(=O)Nc1cccc(C2=NOC3(C2)C[C@@H](C(N)=O)N(C(=O)c2ccccc2)C3)c1 (stereo partly specified) | 10% | -0.2% | -12% | -5% | i | 1.9 | -6% | 16% | -1.1% | 3.6%
CCOC(=O)C(CCCCCOc1ccc([N+](=O)[O-])cc1)C(=O)OCC | 0% | -0.1% | 2% | -3% | i | 0.7 | 2% | 2% | 0.0% | 0.7%

An excerpt from above with just GPR55 beta-arrestin, NOD1 inhibition and KOR beta-arrestin-2:
mol	GPR55 beta-arrestin	NOD1 inhibition	KOR beta-arrestin-2
CC(C)(C)c1ccc(OCCNC(=S)NC(=O)c2cccnc2)cc1	-0.3%	-17%	-0.3%
Brc1cccc2sc(N3CCN(c4ccccc4)CC3)nc12	-0.1%	-27%	0.2%

Following part:
SMILES | NOD2 inhibition | GPR55 beta-arrestin | NOD1 inhibition | KOR beta-arrestin-1 | Myeloid diff 2 | Myeloid diff 2 GFP+ MAC1+ % | GPR35 arrestin U2OS | GPR55 antagonists | HIV peptide binding | KOR beta-arrestin-2
Cc1c(N)c(C(C)(C)C)cc(C(C)(C)C)c1[N+](=O)[O-] | 19% | -0.3% | 16% | -8% | i | 0.5 | 5% | 2% | -0.4% | 7.8%
COc1ccc(NC(=O)c2ccc3c(SCC(=O)O)c4c(nc3c2)CCCC4)cc1Cl | 7% | -0.2% | -50% | -4% | x | x | -4% | 7% | 39% | -3.0%
Cc1cc(C)c(NC(=S)NC(=O)c2ccc(-c3ccccc3)cc2)c(C)c1 | -19% | 0.3% | 38% | 15% | i | 0.5 | 4% | 12% | 1.3% | -4.0%
Cc1cccc(N(CC(=O)N2CCCC2)S(=O)(=O)c2ccccc2)c1C | -14% | 0.2% | -16% | -21% | i | 6.4 | 2% | -7% | 1.2% | 5.9%
COc1cc(/C=C2\S/C(=N/S(=O)(=O)c3ccccc3)NC2=O)c([N+](=O)[O-])cc1OC | 2% | -0.3% | -36% | -5% | i | 0.6 | 2% | -9% | 59% | 6.3%
CCN1CCCC1CNc1ncnc2c1[nH]c1ccc(Cl)cc12 (stereo unspecified) | 1% | 0.1% | -5% | -3% | i | 0.9 | 12% | -6% | -2.3% | 6.4%
COC(=O)c1sc(NC(=O)c2c(C)noc2C)nc1C | 0% | -0.1% | -31% | 11% | i | 0.7 | 4% | 9% | 0.4% | -0.5%
